Screening data as filed in PubChem.
SENP1 FRET inh – SENP1 (human) catalytic domain inhibition | recombinant SENP1 catalytic domain, CyPet-SUMO1-YPet FRET cleavage | inhibition, % at 10 µM | actives 0.21% (n = 360,000) | AID 624204;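 active = inhibition at least 30% at 10 µM, raw YFP signal under a set limit, fluorescence ratio 0.5 to 1.5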;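 also: 0% = enzyme with DMSO and 100% = no enzyme wells; some results filed as inactive read as strong as hits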
Target sequence (Q9P0U3 419-644 limits assumed): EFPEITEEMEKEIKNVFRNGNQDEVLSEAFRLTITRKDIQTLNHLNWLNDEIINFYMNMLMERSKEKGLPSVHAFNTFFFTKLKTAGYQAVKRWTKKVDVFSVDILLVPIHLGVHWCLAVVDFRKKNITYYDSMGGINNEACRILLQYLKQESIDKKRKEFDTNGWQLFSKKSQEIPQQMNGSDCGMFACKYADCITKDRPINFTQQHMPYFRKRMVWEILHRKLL
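Assay system – human recombinant His6-tagged SENP1 catalytic domain enzyme · Input – SENP1 enzyme, 20 pM final · Buffer or medium – Tris pH 8 buffer plus EDTA, NaCl, BME, BSA, NP40, catalase · Schedule – 50 min reaction at room temperature · Technique – FRET read of cyan and yellow fluorescence · Control set – no-enzyme wells low, DMSO-plus-enzyme wells high control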
MPTP block – permeability transition pore inhibition. isolated mouse mitochondria, Ca2+ swelling absorbance, 30 min. inhibition, % at 10 µM. actives 1.4% (n = 360,000). AID 602449;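 active = inhibition of 50% or more, scaled per plate between neutral and stimulator controls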;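 also: 0% = DMSO wells given calcium and 100% = 1 mM EGTA wells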
hIAP activ – increases human intestinal alkaline phosphatase activity | purified human IAP, CDP-Star luminescence, 30 min; active compounds read high; 1 = vehicle-only enzyme, 0 = enzyme-free background | activation factor at 10 µM | P09923 | actives 0.16% (n = 330,000);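 active = activation factor of the enzyme at least 2-fold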; also: the source names both 10 and 20 µM as test concentration; values of inactives mirror those of a sister screen read the other way
Target sequence (P09923 whole entry, looked up): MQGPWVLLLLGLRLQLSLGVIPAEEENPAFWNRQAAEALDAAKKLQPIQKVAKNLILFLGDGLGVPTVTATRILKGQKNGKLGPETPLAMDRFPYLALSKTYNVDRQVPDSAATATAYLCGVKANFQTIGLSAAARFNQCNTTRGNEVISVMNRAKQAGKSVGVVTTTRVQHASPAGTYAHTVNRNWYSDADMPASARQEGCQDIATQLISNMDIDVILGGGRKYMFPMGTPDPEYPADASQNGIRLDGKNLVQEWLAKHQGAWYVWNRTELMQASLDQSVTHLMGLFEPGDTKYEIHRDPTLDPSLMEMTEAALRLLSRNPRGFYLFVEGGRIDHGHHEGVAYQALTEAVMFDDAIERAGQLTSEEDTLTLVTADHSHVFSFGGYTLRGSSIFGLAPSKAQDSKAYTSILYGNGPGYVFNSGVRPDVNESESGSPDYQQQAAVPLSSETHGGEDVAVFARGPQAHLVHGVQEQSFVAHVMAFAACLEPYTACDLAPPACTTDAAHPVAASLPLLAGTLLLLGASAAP
SENP8 block – inhibitors of human SENP8 protease | Q96LD8 | recombinant SENP8, Nedd8 substrate fluorescence | inhibition, % at 20 µM | actives 0.64% (n = 360,000) | AID 602440; in the data active = inhibition mostly above about 40%, no sharp cut-off; inactive = mostly below about 27%
Target sequence (Q96LD8 whole entry, looked up): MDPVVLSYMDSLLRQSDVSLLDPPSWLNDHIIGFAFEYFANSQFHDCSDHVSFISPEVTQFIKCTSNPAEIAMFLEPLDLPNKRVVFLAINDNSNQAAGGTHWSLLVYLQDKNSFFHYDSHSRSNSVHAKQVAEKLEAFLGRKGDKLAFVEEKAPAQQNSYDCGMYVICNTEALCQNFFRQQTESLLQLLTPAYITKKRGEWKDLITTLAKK
NR3A LBD binder – NR3A (human) ligand-binding domain modulation. Tm shift relative to glycine control, % at 25 µM. NR3A LBD differential scanning fluorimetry, Tm shift; 0% = protein alone, 100% = glycine-bound protein. actives 2.5% (n = 340,000);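 active = melting temperature shift of at least 10% of the positive control shift, at one fixed dose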
ATG4B inhibitor – inhibitors of human ATG4B cysteine protease; Q9Y4P1; ATG4B cleavage of LC3-PLA2, NBD-HPC fluorescence, 1 h; inhibition, % at 8.33 µM; actives 0.51% (n = 340,000); AID 504462; in the data active = inhibition above about 40%
PfG6PD inh – PfG6PD (Plasmodium falciparum) enzyme inhibition; PfGluPho enzyme, NADPH resazurin-diaphorase fluorescence; inhibition, % at 20 µM; actives 0.78% (n = 350,000);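 active = inhibition reaching at least a set limit at 20 µM in the primary screen, cut at about 59% in these data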;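 also: 0% = DMSO wells with substrate and 100% = DMSO wells lacking glucose-6-phosphate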
SENP6 inh – inhibitors of human SENP6 protease | inhibition, % at 10 µM | AID 2599 | Q9GZR1 | actives 1.8% (n = 330,000) | Recombinant SENP6 catalytic domain, aminoluciferin luminescence;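 active = inhibition above about 50% at the single tested dose, limit read from the data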;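 also: plate controls were DMSO wells with enzyme for no effect and DMSO wells lacking enzyme for full effect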
Active calls of the source: *; i = inactive; · = no result given. Outcome played no part in choosing rows; any-hit rate near 6.7%.

The opening 2 records (preview)
SMILES	SENP1 FRET inh	MPTP block	hIAP activ	SENP8 block	NR3A LBD binder	ATG4B inhibitor	PfG6PD inh	SENP6 inh
CSc1ccccc1OCc1cc(C(=O)NCC(C)Oc2cccnc2)no1 (configuration not stated)	-4	2.0	·	9	·	·	-3	·
O=C(N/N=C/c1ccccn1)c1cccc(S(=O)(=O)Nc2ccccc2Cl)c1	-2	-0.2	1.3	5	-1	2	40	-15

Main list, from the first entry:
SMILES	SENP1 FRET inh	MPTP block	hIAP activ	SENP8 block	NR3A LBD binder	ATG4B inhibitor	PfG6PD inh	SENP6 inh
CSc1ccccc1OCc1cc(C(=O)NCC(C)Oc2cccnc2)no1 (configuration not stated)	-4	2.0	·	9	·	·	-3	·
O=C(N/N=C/c1ccccn1)c1cccc(S(=O)(=O)Nc2ccccc2Cl)c1	-2	-0.2	1.3	5	-1	2	40	-15
COc1ccc(CCN(CC(=O)NC2CCCC2)C(=O)CCC(=O)Nc2cc(C)on2)cc1OC	1	1.3	0.97	17	0	-12	1	-5
CCCn1c(=O)c(C(=O)NNS(=O)(=O)c2ccc(Cl)cc2)c(O)c2ccccc21	3	1.2	1.2	-20	5	4	-9	-2
COc1ccc2sc(-c3ccc(S(C)(=O)=O)cc3)c(-c3ccc(SC)cc3)c2c1	-2	2.7	1.1	i	-2	2	1	-11
CN(C)/N=C/c1ccc(/C=N/NC(N)=S)o1	-22	-0.3	1.1	-44	0	-4	15	-1
CC(=O)c1ccc(NC2OC(C)C(O)C(O)C2O)cc1 (configuration not stated)	1	-0.7	1.1	17	1	-8	2	-3
CN(C)c1cccc(C(=O)N/C=C/n2cnc3cc(C(F)(F)F)ccc32)c1	-4	2.8	0.93	-328	-1	-6	-11	0
COc1cc(NC(C)C(=O)N2CC(C)OC(C)C2)cc(OC)c1 (configuration not stated)	6	1.2	0.9	17	8	-1	18	-6
COc1ccc(S(=O)(=O)N(C)c2ccc(C(=O)Nc3c(C)n(C)n(-c4ccccc4)c3=O)cc2)cc1	2	-0.1	0.86	-5	0	-1	8	-5
Cc1ccccc1C(=O)NC(=S)NCC(=O)c1ccccc1	-2	1.3	0.95	23	3	7	1	-10
COc1cc(N2C(=O)c3ccccc3C2=O)c(Cl)cc1C(=O)OCC(=O)N1CCOCC1	3	0.1	0.93	9	-1	-3	-10	-15

Quoted from the listing:
`CSc1ccccc1OCc1cc(C(=O)NCC(C)Oc2cccnc2)no1` (configuration not stated) @ MPTP block = 2.0
`COc1cc(NC(C)C(=O)N2CC(C)OC(C)C2)cc(OC)c1` (configuration not stated) @ ATG4B inhibitor = -1
`CC(=O)c1ccc(NC2OC(C)C(O)C(O)C2O)cc1` (configuration not stated) @ NR3A LBD binder = 1

Following part:
SMILES	SENP1 FRET inh	MPTP block	hIAP activ	SENP8 block	NR3A LBD binder	ATG4B inhibitor	PfG6PD inh	SENP6 inh
O=C(c1ccccn1)N1CCCC(N2CCN(c3ccccc3)CC2)C1 (configuration not stated)	1	-3.0	0.82	12	4	-2	0	-9
CC(C)(C)c1ccc(-n2ncc3c2CCCC3NC(=O)CN2CCCC2=O)cc1 (configuration not stated)	-3	0.9	1	6	3	-6	-2	3
O=C(Nc1nc(-c2ccccc2)cs1)NC1CCCCC1	0	16	1	4	0	58*	2	7
COc1ccccc1C(=O)Nc1ccc(Oc2ncnc3sc(-c4ccccc4)cc23)cc1	-11	1.0	1.3	-63	-6	1	-10	-4
CC(C)c1ccc(NC(=O)C(c2ccc3c(c2)OCO3)N2CCN(C(=O)c3ccco3)CC2)cc1 (configuration not stated)	-1	-2.0	1.1	24	-1	-7	-2	-8
OC(CN1CCC(Cc2ccccc2)CC1)c1ccccc1 (configuration not stated)	0	2.4	0.89	12	1	3	-13	-16
Cc1ccc(Nc2nc(N3CCOCC3)nc(N3CCOCC3)n2)cc1C	1	-1.0	1.2	12	-1	-12	16	14
Cc1noc(C)c1S(=O)(=O)N(C)C[C@H]1Oc2ccc(NC(=O)Cc3ccccc3)cc2C(=O)N([C@H](C)CO)C[C@@H]1C	1	0.0	0.93	-3	-2	-8	3	8
CC(C)(C)CN1CCNC(=O)C1CC(=O)N1CCOc2ccccc2C1 (configuration not stated)	-16	-0.4	1.1	-141	-4	4	-2	-31
O=C1/C(=C/c2cccnc2)SC(=S)N1CCc1ccccc1	3	2.0	1.2	19	-7	-6	9	-18
Cc1ccc(S(=O)(=O)c2nc(NCCN(C)C)sc2Cl)cc1	0	-3.9	1.1	19	-2	0	-8	0
COc1ccc(N2CCN(C(=O)CCCn3c(=O)c4cccn4c4cccnc43)CC2)cc1	0	-0.4	0.93	5	-2	-4	-4	7

2 neighbouring records from above, quoted:
SMILES	SENP1 FRET inh	MPTP block	hIAP activ	SENP8 block	NR3A LBD binder	ATG4B inhibitor	PfG6PD inh	SENP6 inh
Cc1ccc(S(=O)(=O)c2nc(NCCN(C)C)sc2Cl)cc1	0	-3.9	1.1	19	-2	0	-8	0
COc1ccc(N2CCN(C(=O)CCCn3c(=O)c4cccn4c4cccnc43)CC2)cc1	0	-0.4	0.93	5	-2	-4	-4	7

The list goes on:
SMILES	SENP1 FRET inh	MPTP block	hIAP activ	SENP8 block	NR3A LBD binder	ATG4B inhibitor	PfG6PD inh	SENP6 inh
Cc1cc(C)nc(NC(=O)c2ccc(OC(C)C)cc2)n1	2	-0.7	0.84	12	-1	-5	-6	-15
COc1ccc(N=c2scc(-c3ccc(OC)cc3)n2CCO)cc1	1	2.4	1	32	3	-6	16	-17
O=C(Nc1ccc2c(c1)OCO2)C1CC(c2c(F)cccc2Cl)=NO1 (configuration not stated)	1	-0.3	0.99	6	2	-6	-7	2
O=C(Cn1nc(-c2ccccc2F)ccc1=O)NCc1ccc2c(c1)OCO2	2	0.1	0.8	11	1	-7	-6	8
CN(C)c1ccc([N+](=O)[O-])cc1C(=O)NCC(c1ccco1)N(C)C (configuration not stated)	-2	1.3	1	1	1	1	3	-20
CC1OC2(C)OC(=N)C1(C#N)C(C#N)(C#N)C2c1ccccc1 (configuration not stated)	-48	1.2	1.1	-418	4	-6	-3	-19
CC(=O)Nc1ccc(SCC(=O)Nc2ccc3c(c2)OCCO3)cc1	1	-1.2	1.2	12	-5	-4	6	3
CCC(C)NCCCOc1ccc(Cl)cc1C(C)(C)C (configuration not stated)	1	0.5	1.1	28	2	0	1	-11
COc1ccccc1C(=O)OCc1ccc2sc(C)nc2c1	1	-2.8	0.97	14	-1	-2	-4	-17
Cc1cccc(NC(=O)c2ccc(S(=O)(=O)N3CCCCC3)cc2)n1	0	-1.2	1.1	8	0	-1	0	9
Cc1ccc(-c2cc(C(=O)N/N=C\c3cnn(C)c3C)c3ccccc3n2)cc1C	2	-5.6	0.93	-10	-8	-22	18	-11
CCN(CCCNS(=O)(=O)c1ccc2c(c1)oc(=O)n2C)c1cccc(C)c1	0	-1.5	0.81	17	-11	-9	22	-13
CCOC(=O)c1c(NC(=O)C(C)N2CCN(C(=O)c3ccco3)CC2)sc2c1CCCC2 (configuration not stated)	1	2.4	1.1	-57	-1	-7	31	0
CN(Cc1ccsc1)C(=O)CCc1nnc(CCCc2ccccc2)o1	2	0.7	1	20	2	-3	-10	4
CCC/C(C#Cc1ccc(N(C)C)cc1)=C1/c2ccccc2C(=O)N1c1ccccc1	-22	1.0	0.94	-53	-6	-10	15	-18
O=C1CSC(c2ccccc2)N1Cc1ccccc1 (configuration not stated)	2	0.3	1.1	25	·	·	·	-3
Cc1ccc(S(=O)(=O)NNC(=S)NC(=O)c2ccc([N+](=O)[O-])cc2)cc1	2	2.1	1.3	12	-9	1	-10	15
Cc1ccc(C)c(S(=O)(=O)ON2C(=O)c3ccccc3C2=O)c1	0	5.8	1.1	-176	5	12	42	-8
CS(=O)(=O)N(CC(=O)NCCSCc1ccccc1Cl)c1ccc(F)cc1	1	1.4	0.85	-12	0	-8	-26	-2
c1ccc(C[C@H]2CNCCN2CCC23CC4CC(CC(C4)C2)C3)cc1	2	-0.6	0.85	33	-2	8	0	1
CCOc1ccccc1NC(=O)CCS(=O)(=O)c1cccs1	8	-0.7	0.82	3	1	-4	-5	-11
COc1cc(CNCc2ccc(OC)c3ccccc23)cc(OC)c1OC	1	91*	0.82	0	-3	2	-4	11
CC(C)CC(=O)NC(=S)Nc1ccccc1C(F)(F)F	0	-0.4	1.1	17	0	-3	10	8
Cc1nc(SCc2nc3ccc(Cl)cc3[nH]2)c2oc3ccccc3c2n1	-18	37	0.98	-23	-3	-16	23	-11
CCOC(=O)C1=C(COC(=O)/C=C/c2ccccc2)NC(=O)NC1C (configuration not stated)	0	-1.6	1.1	7	-3	5	8	-11
CCOC(=O)c1cc2c(n(-c3ccc(C)cc3)c1=O)CCCC2=O	1	3.0	1.1	-223	0	2	-21	-11
CC(NC(=O)COC(=O)C1=NN(c2ccccc2)C(=O)CC1)c1ccccc1 (configuration not stated)	2	-1.2	1	-1	0	6	-11	4
COc1ccc(NC(=O)Nc2cccc3c2O[C@H](CN(C)S(=O)(=O)c2cccs2)[C@@H](C)CN([C@H](C)CO)C3=O)cc1	1	-0.6	1.2	10	-12	-3	2	-2
CN(CCOc1ccccc1)CCOc1ccccc1	0	1.0	1.1	1	2	-7	-1	5
Cc1ccc(Nc2nc(N)nc(COC(=O)C3=COCCO3)n2)cc1	0	0.2	0.99	14	2	-10	-5	-7
O=C(O)CCN1C(=O)C2CCCCC2C1=O (configuration not stated)	2	-0.6	1.1	2	-1	-2	-15	10
CC(=O)CCc1ccc(OCCCOc2cccc3cccnc23)cc1	2	0.6	1	-75	-1	-6	-3	12
Cc1ccc(-n2cccn2)c([C@@H]2C[C@H]3CN(C)C(=O)[C@]34CCCN24)c1	-4	1.8	0.92	1	-2	-8	-8	-5
Cc1ccc(C(=O)OCC(=O)c2ccc(CC(=O)N3CCOCC3)s2)cc1C	-50	-1.5	0.93	-16	-2	1	-4	2
Cn1c(=O)c2nc(NCc3ccccc3)sc2n(C)c1=O	0	-0.5	·	9	-3	3	6	·
CCC1Oc2ccccc2N(CC(=O)NCCCN2CCOCC2)C1=O (configuration not stated)	2	-1.4	0.78	10	-1	-2	-5	5
Cc1ccc(-c2nc(CSCC(=O)NC3CCN(Cc4ccccc4)CC3)c(C)o2)cc1	0	-0.5	1.1	3	2	5	-8	-1
CN(C)S(=O)(=O)Oc1ccsc1C(=O)Nc1ccccc1Cl	-1	0.5	0.98	16	5	-3	-6	-3
O=C(OC1CCS(=O)(=O)c2sccc21)c1ccccc1 (configuration not stated)	2	0.0	1.1	13	2	5	-15	-3
Cc1ccc(C)c(N(C)C(=O)c2ccc3c(=O)n4c(nc3c2)CCCCC4)c1	0	-1.3	0.79	8	2	10	-3	-2
Cc1cc(C)c(-c2csc(NC(=O)c3cc([N+](=O)[O-])ccc3N3CCOCC3)n2)c(C)c1	4	3.7	1.1	17	1	-7	17	-12
N#C/C(C(=O)N1CCOCC1)=C1/SC(Cc2ccc(F)cc2)C(=O)N1c1ccccc1 (configuration not stated)	2	1.1	1.3	14	-1	4	-10	-11
CC(=O)NN1C(=O)/C(=C\c2ccc(O)cc2)SC1=S	55*	0.7	0.68	16	0	9	-12	69*
NC(N)=N/N=C/c1ccccc1OC(F)F	-2	-1.3	0.99	11	-1	-1	3	-18
COc1ccc(CN(C)C(=O)c2cc(S(=O)(=O)NCc3ccccc3)ccc2C)c(OC)c1	1	-1.2	0.94	-1	1	-46	2	-5
Cc1ccc(C)c(C(=O)C(C)OC(=O)CN2C(=O)NC3(CC(C)CC(C)(C)C3)C2=O)c1 (configuration not stated)	4	-0.1	0.88	6	4	-6	11	-12
COc1ccc(C(C(=O)NCC2CCCO2)N(Cc2cccs2)C(=O)c2snc(C(N)=O)c2N)cc1 (configuration not stated)	-10	1.8	0.98	-291	-1	-6	-2	-7
COc1ccc(C(=O)NCc2nnc(SCCOc3ccccc3)n2C)cc1	-1	-0.7	0.99	14	0	-5	-13	-6
CC(C)C(=O)N1CCN(c2ccccc2NC(=O)c2ccc(Br)o2)CC1	-4	-0.2	1.1	3	2	-1	-1	9
CCn1nc(C(=O)Nc2ccc(C)c(C)c2)c(Cl)c1Cl	-2	1.1	1	15	1	-2	-3	11
